CHT inh: inhibitors of human choline transporter CHT | hit rate 0.86% among 310,000 | CHT-expressing cells, membrane potential dye, choline response; hits give low values | AID 488975, 2010 | B-score at 10 µM;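 active = B-score over 3 SD under the library average, and starting fluorescence ratio not unusually high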;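 also: choline stimulus applied at its EC90 after an EC20 pre-addition; B-score computed on integrated fluorescence ratio after choline addition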
Target sequence (Q9GZV3 whole entry, looked up): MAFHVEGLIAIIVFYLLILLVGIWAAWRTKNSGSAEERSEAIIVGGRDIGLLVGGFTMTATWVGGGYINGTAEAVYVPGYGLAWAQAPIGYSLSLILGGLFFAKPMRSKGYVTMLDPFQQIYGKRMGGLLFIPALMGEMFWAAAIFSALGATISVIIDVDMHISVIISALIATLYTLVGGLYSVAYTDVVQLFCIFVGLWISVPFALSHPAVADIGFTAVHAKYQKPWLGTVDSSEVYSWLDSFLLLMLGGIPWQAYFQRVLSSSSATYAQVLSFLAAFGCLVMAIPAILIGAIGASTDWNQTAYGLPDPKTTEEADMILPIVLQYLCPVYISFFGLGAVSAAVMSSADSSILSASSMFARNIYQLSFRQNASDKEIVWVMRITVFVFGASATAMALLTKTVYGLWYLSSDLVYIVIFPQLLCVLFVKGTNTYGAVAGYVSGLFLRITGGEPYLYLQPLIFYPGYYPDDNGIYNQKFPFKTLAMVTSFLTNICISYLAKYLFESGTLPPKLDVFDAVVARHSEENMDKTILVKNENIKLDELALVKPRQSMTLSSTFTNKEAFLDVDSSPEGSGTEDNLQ
KCNQ2 inh: KCNQ2 potassium channel inhibitors, primary screen, cell-based, CHO-K1, FluxOR thallium flux, B-score (AID 2156); hit rate 1.1% among 310,000; 20 min; hits give low values; B-score at 10 µM;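 active = fluorescence ratio B-score at most minus 3 library SDs, with starting brightness B-score within 2 library SDs, cut at about -5.5 in these data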
Kir21 block: inhibitors of mouse Kir2.1 inward-rectifier potassium channel | Inward rectifier potassium channel 2 (Mus musculus), P35561 | HEK293-Kir2.1, FluxOR thallium flux fluorescence; hits give low values | B-score at 10 µM | hit rate 0.85% among 310,000 | AID 1672, 2009;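 active = fluorescence ratio B-score at or below minus 3 SD of library scores, with starting-brightness B-score within 2 SD, cut at about -4.2 in these data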;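 also: channel flux triggered by added potassium and thallium sulfate stimulus; B-score of peak minus minimum fluorescence over baseline after thallium stimulus; more negative B-score means stronger Kir2.1 block with less thallium influx; some compounds called inactive have numbers as strong as hits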
Target sequence (P35561 whole entry, looked up): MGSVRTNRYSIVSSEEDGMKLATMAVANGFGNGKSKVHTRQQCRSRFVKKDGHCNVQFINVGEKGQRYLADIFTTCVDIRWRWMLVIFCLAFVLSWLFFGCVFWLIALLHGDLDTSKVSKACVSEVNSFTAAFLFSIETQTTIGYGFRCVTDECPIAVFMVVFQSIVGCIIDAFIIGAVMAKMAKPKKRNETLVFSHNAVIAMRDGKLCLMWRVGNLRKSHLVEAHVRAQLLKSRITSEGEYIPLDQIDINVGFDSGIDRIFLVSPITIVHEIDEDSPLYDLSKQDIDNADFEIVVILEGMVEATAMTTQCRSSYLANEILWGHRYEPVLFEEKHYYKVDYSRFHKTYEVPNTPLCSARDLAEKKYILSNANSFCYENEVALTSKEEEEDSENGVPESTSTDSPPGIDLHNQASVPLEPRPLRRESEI
* marks the source's active call; other numbers are inactive results; i = inactive; nt = not tested or not shown.

SMILES	CHT inh	KCNQ2 inh	Kir21 block
COc1ccccc1OCC(O)Cn1nc(C)cc1C (stereo not given)	i	i	-0.07
Cc1ccc(Nc2nnc(SC(C)C(=O)NCC3CCCO3)s2)cc1C (stereo not given)	i	i	0.43
Cc1cc(C)cc(N(CCC#N)C(=O)COC(=O)C2CCN(S(=O)(=O)c3ccc(C)c(C)c3)CC2)c1	i	i	1.1
COc1ccc(CCn2c(C3CCCCC3)nc3c(c(=O)c4ccccc4n3C)c2=O)cc1OC	i	i	-1.4
COc1ccc(-c2cc(C(F)(F)F)nc(SCCC(=O)Nc3cc(C)on3)n2)cc1	i	i	0.33
N#CCCn1ncn(-c2ccccc2)c1=S	i	i	-1.3
COc1ccc(NC(=O)CSc2nnc(-c3cccs3)n2N)c(OC)c1	i	i	-1.6
Cc1ccc(C(=O)Nc2sc(C(=O)N(C)C)c(C)c2C#N)cc1	i	i	-0.05
O=C1CCC(=O)N1CN(C(=O)c1ccco1)c1ccc(Cl)c(Cl)c1	i	i	0.01
CCCCn1c(N)c(N(CC)C(=O)c2cccc(S(=O)(=O)N3CCN(C)CC3)c2)c(=O)[nH]c1=O	i	i	-0.68
Cc1cc(C)nc(SCC(=O)Nc2ncc(Cc3cccc(Cl)c3Cl)s2)n1	i	i	-0.15
Cc1cc(C)c(C)c(S(=O)(=O)NCCN2CCOCC2)c1C	i	i	-0.91
CSc1ncccc1C(=O)OCC(=O)C(C)(C)C	i	i	-1.6
Oc1ccc(-c2c(C3=CCCCC3)sc3ccccc23)cc1	i	i	1.2
Cn1ccc(C(=O)OCC(=O)Nc2cccc3ccccc23)n1	i	i	0.18
O=C(c1c(F)cccc1F)N1CCCC(c2nc(-c3ccc(F)cc3)no2)C1 (stereo not given)	i	i	0.53
Cn1cc(/C=N/NC(=O)c2cccc([N+](=O)[O-])c2)c2ccccc21	i	i	0
COC(=O)c1sc(NC(=O)c2cc3c(s2)CCCC3)nc1C	i	i	1.2
Cc1ccc(S(=O)(=O)N2CCC(=O)N(C(COCc3ccccc3)Cc3ccccc3)CC2)cc1 (stereo not given)	i	i	-0.69
CC(C)(C)c1ccc(S(=O)(=O)Nc2ccc(C(=O)N3CCCC3)cc2)cc1	i	i	1.8
CN(Cc1ccc(F)cc1)C(=O)c1cccc(OCc2ccccc2)c1	i	i	-0.09
CCCCn1c(SCC(=O)Nc2ccccc2C(F)(F)F)nc2ccsc2c1=O	i	i	-1.1
COc1ccc(/C(C)=N/Nc2nc(C)cc(-c3ccccc3)n2)cc1	i	i	0
COc1ccc2oc(=O)c(-c3csc(Nc4ccc(O)cc4)n3)cc2c1	i	i	-2
CCOc1ccc(C(=O)NCC(C)C)cc1	i	i	-0.88

Reformatted bar-delimited: entries from further up
Structure | CHT inh | KCNQ2 inh | Kir21 block
COc1ccc(CCn2c(C3CCCCC3)nc3c(c(=O)c4ccccc4n3C)c2=O)cc1OC | i | i | -1.4
Cc1cc(C)nc(SCC(=O)Nc2ncc(Cc3cccc(Cl)c3Cl)s2)n1 | i | i | -0.15
COc1ccc(-c2cc(C(F)(F)F)nc(SCCC(=O)Nc3cc(C)on3)n2)cc1 | i | i | 0.33
CCCCn1c(N)c(N(CC)C(=O)c2cccc(S(=O)(=O)N3CCN(C)CC3)c2)c(=O)[nH]c1=O | i | i | -0.68
O=C1CCC(=O)N1CN(C(=O)c1ccco1)c1ccc(Cl)c(Cl)c1 | i | i | 0.01
CC(C)(C)c1ccc(S(=O)(=O)Nc2ccc(C(=O)N3CCCC3)cc2)cc1 | i | i | 1.8

Continued:
SMILES	CHT inh	KCNQ2 inh	Kir21 block
COc1ccc(-c2cc(C(=O)Nc3cccnc3Cl)no2)cc1OC	i	i	1.1
COc1ccc(C(=O)Nc2ccnn2C2CCN(C(C)CSC)CC2)cc1 (stereo not given)	i	i	-0.69
Cc1ccc(-c2cc3nn(-c4ccccc4)c(N)c3c(=O)o2)cc1	i	i	1.4
CC(Sc1nc(N2CCOCC2)nc(N2CCOCC2)n1)C(=O)Nc1ccccc1 (stereo not given)	i	i	0.28
O=[N+]([O-])c1cccc(/C([O-])=C(/C(=S)Nc2cccc3ccccc23)[n+]2ccccc2)c1	nt	i	0.85
CCN(CC)C(=O)c1cc([N+](=O)[O-])cc2c1-c1ccc([N+](=O)[O-])cc1C2=C(C#N)C#N	i	i	0.52
CCc1ccc(NC2Nc3cc(C)nn3S2)cc1 (stereo not given)	i	i	-1.3
O=C1C2C3C=CC(CC3)C2C(=O)N1c1ccc2c(c1)OCO2 (stereo not given)	i	i	1.1
NC(=O)c1c(N)sc2c1CCCC2	i	i	0.3
CCNC(=S)N1CCN(C(=O)c2ccco2)CC1	i	i	-0.32
Cc1ccc(OCc2cc(C(=O)N3CCN(c4ccccc4)CC3)no2)cc1C	i	i	0.25
C=CCN(c1ccc(C(=O)Nc2cc(C)cc(C)c2)cc1)S(C)(=O)=O	i	i	-0.99
COc1ccc(NC(=O)C2C3CC/C=C\CCC32)cc1 (stereo not given)	i	i	-1.2
O=C1NCCCCC1NS(=O)(=O)c1cccc2ccccc12 (stereo not given)	i	i	-1.4
CN(CC(=O)N1CCc2ccccc2C1)c1ccccc1	i	i	1.1
Cc1cccc(OCC(=O)N/N=C2/SCC(=O)N2Cc2ccco2)c1	i	i	0.18
N#C/C(=C/c1ccc(C(=O)O)cc1)C(=O)Nc1ccccc1	i	i	0.2
CCCN(C(=O)Cc1nc(N)n[nH]1)C1(C(=O)Nc2c(C)cccc2C)CCCCC1	i	i	0.21
CN(Cc1ccon1)Cc1cn(Cc2ccccc2)nc1-c1ccc2c(c1)OCO2	i	i	-1.6
O=C(CSc1nc2ccccc2s1)Nc1cc(S(=O)(=O)N2CCOCC2)ccc1Cl	i	i	2
CC1(C)Cc2nc3sc4c(SCC(=O)NCc5ccco5)ncnc4c3cc2CO1	i	i	0.09
COc1ccc(N2CC(C(=O)N3CCN(C)CC3)CC2=O)cc1 (stereo not given)	i	i	0.03
O=C(CO)N/N=C/c1cccc(Cl)c1Cl	i	i	-1.1
COc1ccc2oc(=O)cc(-c3cc4ccccc4o3)c2c1	i	i	-0.23
C/C(CC(=O)Nc1ccc(Cl)c(Cl)c1)=N\NC(=O)C(=O)N1CCCCC1	i	i	-1.4

Remaining list, next part.
SMILES	CHT inh	KCNQ2 inh	Kir21 block
COc1ccc(C2=[N+]([O-])C(C)(C)N(O)C2(C)C)cc1	i	i	-0.02
CC(C)(C)OC(=O)N1CCC(CC2CC(c3ccncc3)=NO2)(C(=O)O)CC1 (stereo not given)	i	i	-1.4
Oc1ccc(CNc2ccccc2F)c2cccnc12	i	i	-0.55
O=C(c1ccco1)N1CCN(CCCCOc2ccc(F)cc2)CC1	i	i	-0.88
COc1ccc(C(=O)Nc2ccc(O)c3ccccc23)cc1	i	i	1.9
COc1cc2[nH]c3c(=O)n(CCN(C(C)C)C(C)C)cnc3c2cc1OC	i	i	0.46
CCC1(c2cccc(Cl)c2)NC(=O)N(Cc2cc(C(=O)OC)c(C)o2)C1=O (stereo not given)	i	i	1.6
COc1cc(C(=O)NC(=S)N(C)Cc2ccccc2)cc(OC)c1OC	i	i	-0.29
O=C(NCc1ccc2c(c1)OCO2)c1ccncc1	i	i	-0.29
O=C(Nc1nc(-c2ccccn2)cs1)c1ccco1	i	i	2.1
CCc1ccc(NC(=O)C(CC)Sc2nc3ccsc3c(=O)n2CCC(=O)O)cc1 (stereo not given)	i	i	0.7
Nc1nc(-c2ccc3c(c2)CCCC3)c(CC(=O)O)s1	i	i	4.5
C/C(N)=C(/C#N)C(=O)COC(=O)CCCNC(=O)c1ccc(Cl)cc1	i	i	1.1
O=C(c1ccc2c3c(cccc13)CC2)N1CCN(c2ncccn2)CC1	i	i	0.03
COc1cc(CNC(=O)c2ccc3c(c2)S(=O)(=O)c2ccccc2C3=O)cc(OC)c1	i	i	-0.78
O=c1c2[nH]cnc2n(-c2cccc(Br)c2)c(=O)n1Cc1ccccc1	i	i	2.3
Cn1c(=O)c2c(ncn2CC(=O)OCC(=O)NC2CCCc3ccccc32)n(C)c1=O (stereo not given)	i	i	0.19
COc1ccccc1CC(=O)N1CCN(c2cccc(C(F)(F)F)c2)CC1	-6.3*	i	1.4
CCOc1nc(C)ccc1-c1noc(CC)n1	i	i	0.69
CC(C)OC(=O)CC(=O)CSc1nc(-c2ccc(F)cc2)cc(-c2ccccc2)c1C#N	i	i	-0.47
Cc1cccc(Cn2cc(SCC(=O)Nc3nccs3)c3ccccc32)c1	i	i	0.59
Cc1ccc2[nH]cc(CCNC(=O)CN3C(=O)c4ccccc4C3=O)c2c1	i	i	-0.18
COc1cccc(-c2nc(CS(=O)(=O)CC(=O)NC3CCCCCC3)c(C)o2)c1	i	i	0.2
O=C(NC(Cc1c[nH]c2ccccc12)C(=O)N/N=C/c1ccc(Cl)cc1)c1cccs1 (stereo not given)	i	i	-0.61
Cc1cc(C)c2c(n1)sc1c(O)cc(=O)[nH]c12	i	i	-0.84

CHT inh, hit marks shown above.
SMILES	CHT inh	KCNQ2 inh	Kir21 block
COc1ccccc1CC(=O)N1CCN(c2cccc(C(F)(F)F)c2)CC1	-6.3*	i	1.4

Next results.
SMILES	CHT inh	KCNQ2 inh	Kir21 block
Cc1ccc(Nc2ccc(C(=O)O)cc2[N+](=O)[O-])cc1	i	i	1.3
CCOc1ccccc1-c1nc(C(N)=O)c2[nH]c(=O)n(-c3cccc(C)c3)c2n1	i	i	0.38
COc1cc(NS(=O)(=O)c2ccc(C)cc2)c2ncccc2c1	i	i	-0.96
CCOC(=O)C(=CNc1cccc(C)n1)C(=O)OCC	i	i	2.2
O=C(Nc1ccc2oc(=O)ccc2c1)c1ccc(-c2cccc([N+](=O)[O-])c2)o1	i	i	-0.36
Cc1cc(C)c(C)c(C(=O)c2ccccc2C(=O)O)c1C	i	i	-1.5
Cc1c(C(=O)Nc2cccc(-c3nnc4n3CCCCC4)c2)oc2ccccc12	i	i	-0.43
Cc1cc(=O)[nH]c(Nc2ccc(Cl)cc2)n1	i	i	-0.58
CC(CC(=O)N1CCN(c2ccccc2)CC1)S(=O)(=O)c1ccc2c(c1)NC(=O)CO2 (stereo not given)	i	i	-0.23
O=C1NC(CCc2ccccc2)C(=O)N1Cc1cccc2ccccc12 (stereo not given)	i	i	1.9
CC(C)NC(=O)c1ccccc1NC(=O)c1ccccc1N(C)S(C)(=O)=O	i	i	0.73
CCOC(=O)CNc1c(-c2ccc(O)cc2)nc2ccc(Cl)cn12	i	-5.7*	-1.4
CC12CCC(c3c(C(=O)N4CCOCC4)nn(-c4ccccc4)c31)C2(C)C (stereo not given)	i	i	-0.11
CC1=Nn2c(nnc2-c2ccccc2)SC1	i	i	-0.46
N#Cc1nc(-c2cccc3ccccc23)oc1NCC1CCCO1 (stereo not given)	i	i	-0.1
CCCCC(=O)Nc1ccccc1C(=O)OCC(=O)c1ccc2c(c1)OCCO2	i	i	0.3
O=C(c1cccc(-c2nnc(-c3ccccc3)o2)c1)N1CCCCC1	-6.3*	i	-0.4
Cc1cc(/C=C2/NC(=O)NC2=O)c(C)n1-c1ccc(C#N)cc1	i	i	-0.85
CC(=O)Nc1ccc(/C=C/c2nc3ccccc3[nH]c2=O)cc1	i	i	-1
COc1ccc(CC(=O)NNc2ncnc3c2cnn3-c2ccc(C)cc2)cc1	i	i	-0.6
Cc1ccc(C)c(OCCC(=O)OCC(=O)NC2CCCC2)c1	i	i	-0.01
CN(C)CCNC(=O)Nc1ccc(F)cc1F	i	i	-0.84
C=CCOc1ccc(CNCc2cccnc2)cc1	i	i	2.4
COc1cccc(C(=O)NCC(=O)N/N=C(C)\C=C\c2ccccc2)c1	i	i	-1.3
COc1ccc(NC(=O)CSc2n[nH]c(-c3ccco3)n2)cc1	i	i	-0.98

The list goes on.
SMILES	CHT inh	KCNQ2 inh	Kir21 block
O=C(CN1CCN(C(=O)c2cccs2)CC1)Nc1ccc(Br)cc1	i	i	0.46
N#CC1(NC(=O)COC(=O)c2ccccc2[N+](=O)[O-])CCCCC1	i	i	2.7
NC(=O)c1cc([N+](=O)[O-])ccc1NCc1cccnc1	i	i	-0.64
CCNC(=O)C1CC(=O)N(Cc2ccc3c(c2)OCO3)C(=Nc2ccc(OCC)cc2)S1 (stereo not given)	i	i	-0.76
Cc1cc(NCCCN2CCOCC2)n2c(nc3ccccc32)c1C#N	i	i	-0.11
O=C(Nc1ccc(Cl)cc1C(F)(F)F)C(Sc1nnc(-c2cccs2)o1)c1ccccc1 (stereo not given)	i	i	1.9
COc1cc(NC(=O)CSc2nc3c(c(=O)n(C)c(=O)n3C)n2C)cc(OC)c1	i	i	2.1
Cc1ccc(S(=O)(=O)N(Cc2ccccc2)Cc2ccco2)cc1	i	i	-5*
COC(=O)N1C(=O)[C@](c2ccc(OC)cc2)(C(C)C)N1C(=O)OC	i	i	1.1
COc1ccc(CCNc2ccc(N3C(=O)CC(C)C3=O)cc2[N+](=O)[O-])cc1OC (stereo not given)	i	i	-0.75
CCCC(C)NC(=O)CSc1nnc(-c2c[nH]c3ccccc23)o1 (stereo not given)	i	i	1.7
CCOc1ccc2ccccc2c1C(=O)N1CCN(c2ccccc2)CC1	i	i	0.45
Cc1cc(C)c(NC(=O)COC(=O)/C=C/c2cccs2)c(C)c1	i	i	-0.13
CC1CCC(=NNC(=O)Cc2cccn2C)CC1 (stereo not given)	i	i	1.5

Three compounds already listed, ordered by their value in Kir21 block, lowest first:
SMILES,Kir21 block
Cc1ccc(S(=O)(=O)N(Cc2ccccc2)Cc2ccco2)cc1,-5*
CC(CC(=O)N1CCN(c2ccccc2)CC1)S(=O)(=O)c1ccc2c(c1)NC(=O)CO2 (stereo not given),-0.23
Cc1cc(C)c(NC(=O)COC(=O)/C=C/c2cccs2)c(C)c1,-0.13

Screening data as filed in PubChem BioAssay.
